ERAP1 inh = human ERAP1 aminopeptidase inhibitors, primary screen, biochemical, single point, plate reader. recombinant ERAP1, Leu-AMC fluorescence, 60 min. inhibition, % at 10.7 µM. 340,000 tested, 0.15% active. Endoplasmic reticulum aminopeptidase 1 (Homo sapiens), Q9NZ08;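 active means mean replicate inhibition of at least 30%, or all replicates individually reaching that 30% level; inactive means mean below 30% and not every replicate reaching it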;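 further: 0% = neutral control wells and 100% = L-leucinethiol positive control wells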
E-selectin induc = E-selectin induction in HUVECs, primary screen, imaging, HUVEC, immunofluorescence imaging, single point. activation, % at 7.58 µM. P16581. AID 686992, 2013. normalized: neutral wells 0, TNF-alpha wells 100. 260,000 tested, 0.37% active;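 active means mean E-selectin-positive cell signal at least 10% of the positive control, reached in at least 60% of replicates, without over 20% cell loss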;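 further: in these data hits start at about 27%; measured in HUVEC primary endothelial cells; signal is the percent of cells scored E-selectin positive by PE staining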
Target sequence (P16581 whole entry, looked up): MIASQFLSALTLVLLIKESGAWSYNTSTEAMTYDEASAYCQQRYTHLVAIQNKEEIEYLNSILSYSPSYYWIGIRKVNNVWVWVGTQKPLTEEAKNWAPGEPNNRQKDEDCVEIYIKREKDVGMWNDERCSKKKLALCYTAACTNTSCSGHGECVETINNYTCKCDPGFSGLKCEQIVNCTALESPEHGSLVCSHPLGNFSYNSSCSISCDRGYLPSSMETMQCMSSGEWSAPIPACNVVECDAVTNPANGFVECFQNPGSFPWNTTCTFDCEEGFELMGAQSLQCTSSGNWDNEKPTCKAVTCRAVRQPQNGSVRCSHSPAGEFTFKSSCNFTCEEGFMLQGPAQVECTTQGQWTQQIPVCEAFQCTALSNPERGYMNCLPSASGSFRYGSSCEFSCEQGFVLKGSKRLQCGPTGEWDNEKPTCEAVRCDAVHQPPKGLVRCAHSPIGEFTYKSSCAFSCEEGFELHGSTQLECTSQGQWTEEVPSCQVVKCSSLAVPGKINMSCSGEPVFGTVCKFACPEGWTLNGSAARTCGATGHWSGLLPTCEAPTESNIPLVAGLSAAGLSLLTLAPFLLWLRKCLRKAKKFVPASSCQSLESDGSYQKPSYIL
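Assay system: HUVEC primary endothelial cells. Input: 3,000 HUVEC seeded per well. Doses: one compound dose added by pin transfer. Read-out basis: % PE-positive cells. Benchmarks: TNF-alpha high, DMSO low. Detection: immunofluorescence imaging. Buffer or medium: EGM-2, gelatin.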
RAD52 anneal inh = RAD52 DNA annealing inhibitors, primary screen, biochemical, FRET, single point, set 2. AID 651710, 2012. recombinant RAD52 DNA annealing, FRET fluorescence. inhibition, % at 18.7 µM. 360,000 tested, 0.46% active;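 active means every replicate showing at least 50% inhibition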
Target sequence (P43351 whole entry, looked up): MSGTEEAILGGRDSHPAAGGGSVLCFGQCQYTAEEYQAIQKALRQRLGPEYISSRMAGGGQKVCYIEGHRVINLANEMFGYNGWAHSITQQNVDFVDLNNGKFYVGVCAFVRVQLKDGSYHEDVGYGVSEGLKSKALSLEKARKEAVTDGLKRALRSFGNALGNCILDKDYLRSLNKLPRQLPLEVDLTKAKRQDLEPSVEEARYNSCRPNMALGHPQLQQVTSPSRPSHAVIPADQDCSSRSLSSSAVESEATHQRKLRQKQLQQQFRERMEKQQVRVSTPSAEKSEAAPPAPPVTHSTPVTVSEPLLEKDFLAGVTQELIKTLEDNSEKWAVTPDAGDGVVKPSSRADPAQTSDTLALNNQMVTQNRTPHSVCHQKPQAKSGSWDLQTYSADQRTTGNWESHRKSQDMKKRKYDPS
* = called active by the depositor. Only part of the results is shown; the hit share may differ from the screen's.

The line under a structure holds: ERAP1 inh	E-selectin induc	RAD52 anneal inh
COc1cc(C=CC(=O)N2CCN(CC(=O)N3CCCC3)CC2)cc(OC)c1OC
 : -1	-0.2	-7
COC(=O)c1cc(=O)nc(NN=Cc2ccc(C)cc2)s1
 : -3	0.0	-10
NC(=O)c1ccc(N=C2C(=O)Nc3ccc([N+](=O)[O-])cc32)cc1
 : 0	-0.9	2
COc1cc(C(=O)NCCOc2cccc3cccnc23)cc(OC)c1OC
 : 2	3.8	-9
CCC(O)(CC)C(=O)NN(C(=O)CCl)c1ccccc1
 : -2	-2.5	-5
CCCC(=O)N1CCC2(CC1)CN(C(=O)C1CCCC1)[C@H](CO)c1[nH]c3cc(OC)ccc3c12
 : 1	1.9	2
COC(=O)c1ccc(C(=O)OC)c(NC(=S)N2CCOCC2)c1
 : 8	2.0	-15
Cc1cc(Br)cn2c(Cc3cccc(F)c3)c(-c3cccc(Cl)c3)nc12
 : -3	0.0	-46
Cc1ccc(SCC(=O)N(C)C2CCS(=O)(=O)C2)cc1 (stereo not drawn)
 : 1	-0.1	-12
CCOC(=O)C1(Cc2ccc(Cl)cc2)CCN(C(=O)c2sc(C)nc2C)CC1
 : -1	0.4	6
CCOC(=O)CNC(=O)Cc1ccc(Cl)cc1
 : -1	0.0	-10
CC(c1ccncn1)N(C)Cc1nc(Cc2ccccc2F)no1 (stereo not drawn)
 : 2	-2.1	-5
CCC(c1nnnn1-c1ccc2c(c1)OCCO2)N1CCN(c2ccccc2OC)CC1 (stereo not drawn)
 : 0	-0.9	-17
CNc1nc2cc([N+](=O)[O-])c([N+](=O)[O-])cc2nc1NC
 : 0	-1.7	-9
Cc1cc(C)n(C2CC(=O)N(c3cc(Cl)cc(Cl)c3)C2=O)n1 (stereo not drawn)
 : 2	8.9	-14
CC(C)(C)c1cccc(N/C(=C\C(=O)c2ccccc2)c2ccccc2)c1
 : -3	-0.2	-19
C[C@H](CO)N1C[C@H](C)[C@@H](CN(C)Cc2ccc(Oc3ccccc3)cc2)OCc2ccccc2-c2c(n(C)c3ccccc23)C1=O
 : -3	0.2	29
COc1ccc(C2=Nc3ccccc3N(C(=O)c3ccc4c(c3)OCO4)C2C(=O)NCc2ccccc2)cc1 (stereo not drawn)
 : -2	-0.1	-71
COc1ccc(/C=C/C(=O)NC(=S)N2CCN(c3ccccn3)CC2)cc1OC
 : 7	0.1	-44
O=C1NCCN1CCNS(=O)(=O)c1ccc(F)cc1
 : 7	1.3	-2
S=c1[nH]nc(C2CC2c2ccc(Cl)cc2)n1-c1ccc(Cl)cc1 (stereo not drawn)
 : 0	-0.1	-21
CC(=O)N1c2ccccc2C(CBr)=CC1(C)C
 : -1	0.1	-12
CCN(CC)S(=O)(=O)c1ccc(N2CCCCC2)c(NC(=O)C2CCN(C(=O)c3ccc(F)cc3)CC2)c1
 : -1	5.5	-2
COP(=O)(OC)OC(C(=O)c1ccccc1)c1ccccc1 (stereo not drawn)
 : -5	1.0	-11
Cc1ccc(C(=O)NNC2CC(=O)N(c3ccc4c(c3)OCCO4)C2=O)cc1 (stereo not drawn)
 : -1	0.0	-15
COC(=O)[C@@]12C[C@@H](CC(=O)NCC34CC5CC(CC(C5)C3)C4)C(=O)N(Cc3ccccc3)C1=CCC(C)(C)C2
 : 0	-0.1	0
COC(=O)c1ccc(NC(=O)Cn2c(-c3nonc3N)nc3ccccc32)cc1
 : 2	1.4	-12
Cc1cccc(C)c1NC(=O)C(c1cccc2ccccc12)n1c(=O)c(-c2cc3ccccc3[nH]2)nc2ccccc21 (stereo not drawn)
 : -2	0.0	-25
Cc1cccc(Cl)c1NC(=O)NCCCN1CCCCC1C (stereo not drawn)
 : -6	0.1	-12
COCCNC(=O)[C@@H]1[C@@H](CO)[C@@H]2Cn3c(ccc(-c4ccccc4OC)c3=O)[C@@H]2N1C(=O)C1CCC1
 : 2	-0.1	13
CC(C)Cn1c(N)c(C(=O)COC(=O)c2cnccn2)c(=O)n(C)c1=O
 : 6	-1.7	-20
COC(=O)[C@]12CCCCC=C1N(CCC1=CCCCC1)C(=O)[C@H](CC(=O)N1CCCCC1)C2
 : -3	-0.1	7
N#C/C(=C\c1ccc(Cl)cc1)C(=O)Nc1cccnc1
 : 6	-0.1	-16
COCCCN1C(=O)C(CC(=O)NC(c2ccccc2)c2ccccc2)CC(C(=O)N2CCCCCC2)=C1C (stereo not drawn)
 : -1	-0.1	-8
CCCCn1nnnc1C(c1cc2ccccc2o1)N1CCN(CC(=O)NC(C)C)CC1 (stereo not drawn)
 : 1	-0.1	-24
CC(=O)Oc1c(C(C)C)cc(N(C(C)=O)c2ccccc2)cc1C(C)C
 : 2	-0.7	1
Cc1ccc(CN2CC(C(=O)Nc3nnc(SCc4c(Cl)cccc4Cl)s3)CC2=O)cc1 (stereo not drawn)
 : 4	-1.1	-19
Nc1[nH]c(C(=O)c2ccccc2)c(-c2ccc(Cl)cc2)c1C(=O)c1c[nH]c2ccc(F)cc12
 : 0	0.2	-17
Cc1ccc(-c2cc(NC(=O)Cc3c(C)[nH]c4ccccc34)ccc2Nc2cccnc2)cc1
 : 0	3.6	-44
CC(C)NC(=O)C1C(c2ccc(C(F)(F)F)cc2)=Nc2ccccc2N1C(=O)c1cccc2ccccc12 (stereo not drawn)
 : 7	0.3	-36

Part of the list above, with bars between the fields.
Molecule | ERAP1 inh | E-selectin induc | RAD52 anneal inh
COCCCN1C(=O)C(CC(=O)NC(c2ccccc2)c2ccccc2)CC(C(=O)N2CCCCCC2)=C1C (stereo not drawn) | -1 | -0.1 | -8
CCCCn1nnnc1C(c1cc2ccccc2o1)N1CCN(CC(=O)NC(C)C)CC1 (stereo not drawn) | 1 | -0.1 | -24

Next part.
The line under a structure holds: ERAP1 inh	E-selectin induc	RAD52 anneal inh
C/C(=N\N1CCN(c2ccc(Cl)cc2)CC1)c1ccco1
 : -8	-0.6	-2
CCOC(=O)c1c(CCl)nc2ccccc2c1C
 : 4	1.8	-6
COc1ccc2oc(C(=O)NC3(C)CCS(=O)(=O)C3)c(C)c2c1 (stereo not drawn)
 : 0	-0.1	-9
O=c1[nH]c(=S)[nH]c2c1[C@H](CCc1cccc(Cl)c1)O[C@H](C1CCCC1)C2
 : -1	0.3	2
CCC(C(=O)NC(C)(C)C)n1c(-c2ccccc2)nc2ccccc21 (stereo not drawn)
 : -3	-0.1	-12
Cc1ccc2nc(Nc3ccc(C)c(Cl)c3)c3nncn3c2c1
 : -2	0.0	-21
CCCCn1nnnc1C(c1ccccc1)N1CCN(C(=O)C2CCCO2)CC1 (stereo not drawn)
 : 14	0.1	-1
CCCNC(=O)N1CC2(C1)CN(C(=O)c1cccnc1)[C@@H](CO)c1[nH]c3cc(OC)ccc3c12
 : -2	0.2	-16
CC(=O)c1ccc(N2CCN(C(=S)NCCCN(C)C)CC2)cc1
 : 3	-1.1	8
CS(=O)(=O)c1sc(C(=O)NC(=O)Nc2cccc(C(F)(F)F)c2)c2c1C=CCC2
 : -1	4.2	-5
CNC(=O)/C(C#N)=C/c1c(N2CC(C)OC(C)C2)nc2ccccn2c1=O (stereo not drawn)
 : -20	0.0	-9
NC(=O)c1c(NC(=O)c2ccncc2)sc2c1CCCC2
 : -1	-1.6	-15
CC(C)n1c(=O)c2ccccc2n1CC(=O)N1CCOCC1
 : 0	-0.2	-8
O=C(NCc1ccccc1)C(c1ccco1)N1CCN(c2ccccc2F)CC1 (stereo not drawn)
 : 3	-0.3	-25
Cc1ccc(NC(=O)CN(C)C(=O)C2CSC3(C)CCC(=O)N23)cc1 (stereo not drawn)
 : 1	-0.2	-9
CC(/C=N/NC(=O)c1cc(-c2ccc3ccccc3c2)n[nH]1)=C\c1ccco1
 : -4	-0.2	-19
CC(=C1N=C(c2ccccc2)OC1=O)c1cccs1
 : -2	0.1	-20
COCCN1Cc2cc(C(=O)OC)c3c(c2C1=O)c1cc(F)ccc1n3S(=O)(=O)c1ccc(C)cc1
 : -3	0.8	-8
COC(=O)[C@]12C[C@H](CC(=O)NCCC(C)C)C(=O)N(Cc3ccccc3)C1=C[C@H](C1CCCC1)O[C@@H]2C
 : -1	-0.1	-12
CCC(C)c1ccc(NC(=O)C/C(C)=N/NC(=O)c2cnccn2)cc1 (stereo not drawn)
 : 0	-0.3	-11

Another view of 3 compounds above:
| Molecule | ERAP1 inh | E-selectin induc | RAD52 anneal inh |
| --- | --- | --- | --- |
| CCCNC(=O)N1CC2(C1)CN(C(=O)c1cccnc1)[C@@H](CO)c1[nH]c3cc(OC)ccc3c12 | -2 | 0.2 | -16 |
| Cc1ccc(NC(=O)CN(C)C(=O)C2CSC3(C)CCC(=O)N23)cc1 (stereo not drawn) | 1 | -0.2 | -9 |
| CC(C)n1c(=O)c2ccccc2n1CC(=O)N1CCOCC1 | 0 | -0.2 | -8 |

(next part)
The line under a structure holds: ERAP1 inh	E-selectin induc	RAD52 anneal inh
C[C@@H](C(=O)N(C)C[C@H]1OCc2ccccc2-c2c(n(C)c3ccccc23)C(=O)N([C@@H](C)CO)C[C@@H]1C)c1ccccc1
 : 1	-0.3	14
O=C(NCC[C@H]1CC[C@H](NS(=O)(=O)c2ccc(Cl)cc2)[C@H](CO)O1)Nc1ccc(F)cc1
 : 4	-0.8	16
O=C(NCc1ccccc1)[C@H]1CCCN1C(=O)[C@H]1CCCN1C(=O)c1ccccc1
 : -4	0.0	-4
O=C(Nc1cccc(F)c1)c1cc(S(=O)(=O)N2CCC3(CC2)OCCO3)ccc1F
 : 1	1.2	-11
CCCCn1nnnc1C(c1cc2ccccc2o1)N1CCCC1 (stereo not drawn)
 : 2	0.1	-8
COC(=O)C[C@H]1CC[C@@H](NC(=O)Nc2c(C)noc2C)[C@@H](CO)O1
 : 0	-0.3	5
S=C(NCc1ccco1)NCc1ccco1
 : 10	0.0	-26
C/C(=N\O)c1ccc2c(c1)CC(C)O2 (stereo not drawn)
 : 5	3.4	-2
CN1C(=O)C(c2cn(C)c3ccccc23)(c2cn(C)c3ccccc23)c2cc(F)ccc21
 : -3	-0.1	-3
CCCc1cc2c(OC)ccc(O)c2c(=O)n1C
 : -1	-0.1	-15
CCc1c(-c2cccc(Cl)c2)ncn1Cc1cccc(-c2ccccc2)c1
 : -6	0.0	22
CN(C)CCNc1nc2sc3c(c2c(=O)n1-c1ccc(F)cc1)CCCCC3
 : 15	0.3	-4
C/C(=N\NC(=O)Cn1c(-c2ccccn2)nc2ccccc21)c1cccc(O)c1
 : -1	-0.1	1
COc1ccc2c3c(n(C)c2c1)[C@@H](CO)N(Cc1ccc(F)cc1)CC31CCN(CC2CCOCC2)CC1
 : 2	-0.1	-12
O=C(C1CCCC1)N1CC2(C1)[C@@H](c1ccccc1)[C@@H](CO)N2Cc1ccc(Cl)cc1
 : 1	-0.2	6
Cc1ccc(NNC(=O)C(=O)N2CCCCC2)cc1
 : 0	-0.2	3
Cc1cc(-c2nn(-c3ccccc3F)cc2CN(C)CC(O)CO)c(C)s1 (stereo not drawn)
 : -2	-0.1	10
COc1ccc(Cn2c(C)c(CC(=O)Nc3ccc(Oc4cccnc4)c(C)c3)c3ccccc32)cc1
 : -1	1.5	-182
CC(=O)N(C(C)=O)n1c(/C=C/c2ccc([N+](=O)[O-])cc2)nc2ccccc2c1=O
 : -1	-0.2	-21
COC(=O)C[C@@H]1C=C[C@H](NS(=O)(=O)c2cccc(F)c2)[C@@H](CO)O1
 : -4	-0.2	-10
COc1ccc(N2C(=O)c3n[nH]c(C)c3C2c2ccccc2)cc1 (stereo not drawn)
 : -1	0.2	-7
CC(=O)N1N=C(c2ccc(C)cc2)OC1c1cccnc1 (stereo not drawn)
 : 5	0.0	-11
Cc1cc(C(=O)NNS(=O)(=O)c2cccc(Cl)c2)nn1C(C)(C)C
 : 1	8.4	0
COCCn1c(C)cc(/C=N/NC(=O)c2cccnc2)c1C
 : -3	4.9	-8
CCC(C)[C@H](NC(=O)N1CC(=O)Nc2ccccc21)C(=O)NC(C)CCc1ccccc1 (stereo partly drawn)
 : -1	2.9	1
OCC1COC(c2ccccc2)=N1 (stereo not drawn)
 : -1	0.2	0
CCCCNC(=O)c1nc(-c2ccc(C(F)(F)F)cc2)oc1-c1ccccc1
 : 2	2.5	-17

5 entries from above, ordered by their value in ERAP1 inh, falling:
SMILES | ERAP1 inh
CC(=O)N1N=C(c2ccc(C)cc2)OC1c1cccnc1 (stereo not drawn) | 5
CCCCNC(=O)c1nc(-c2ccc(C(F)(F)F)cc2)oc1-c1ccccc1 | 2
Cc1cc(C(=O)NNS(=O)(=O)c2cccc(Cl)c2)nn1C(C)(C)C | 1
CCC(C)[C@H](NC(=O)N1CC(=O)Nc2ccccc21)C(=O)NC(C)CCc1ccccc1 (stereo partly drawn) | -1
COCCn1c(C)cc(/C=N/NC(=O)c2cccnc2)c1C | -3

High-throughput results: PubChem BioAssay, Broad Institute
